Screens: PubChem BioAssay, The Scripps Research Institute Molecular Screening Center
pPAFAH inh – inhibitors of human plasma PAF acetylhydrolase (pPAFAH); 330,000 compounds, 1.5% hits; recombinant pPAFAH, FP-rhodamine probe fluorescence polarization; inhibition, % at 3.39 µM;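 active means inhibition above the mean inhibition across the screen plus 3 SD, cut at about 25% in these data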;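 further: inhibitors block binding of the rhodamine activity-based probe so polarization drops; 0% = enzyme with DMSO and 100% = wells lacking pPAFAH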
Fam108B inh – counter-screen for RBBP9 inhibitors: inhibitors of mouse Fam108B; recombinant Fam108B, FP-Rh probe fluorescence polarization; inhibition, % at 9.51 µM; 300,000 compounds, 0.33% hits;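 active means inhibition above the screen mean inhibition plus 3 SD, computed separately per campaign, cut at about 18% in these data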;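 further: inhibitors lower polarization as less probe binds the enzyme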
PAFAH1B2 FP inh – PAFAH1B2 (human) inhibition; P68402; recombinant PAFAH1B2, FP-rhodamine activity probe, fluorescence polarization; inhibition, % at 3.39 µM; 340,000 compounds, 1.2% hits; AID 492953;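 active means inhibition above the mean of all tested compounds plus 3 SD, cut at about 24% in these data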;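 further: 0% = enzyme with DMSO and 100% = wells lacking PAFAH1B2; many of its hits are not listed in these tables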
Target sequence (P68402 whole entry, looked up): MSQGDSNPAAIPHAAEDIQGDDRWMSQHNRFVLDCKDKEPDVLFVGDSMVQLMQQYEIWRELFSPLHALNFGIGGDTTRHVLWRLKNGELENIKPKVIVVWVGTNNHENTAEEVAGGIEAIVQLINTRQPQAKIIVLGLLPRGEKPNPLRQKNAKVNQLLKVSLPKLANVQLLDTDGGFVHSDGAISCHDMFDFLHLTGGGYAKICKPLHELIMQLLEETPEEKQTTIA
PAFAH2 inh – PAFAH2 (human) inhibition; inhibition, % at 3.39 µM; AID 492956; 340,000 compounds, 0.99% hits; recombinant PAFAH2, FP-rhodamine activity probe, fluorescence polarization;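 active means inhibition above the mean over all tested compounds plus 3 SD, cut at about 30% in these data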;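 further: inhibitors block probe labeling of enzyme so polarization drops; 0% = enzyme with DMSO and 100% = wells lacking PAFAH2 protein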
PAFAH1B3 FP inh – blocks human PAF acetylhydrolase 1B catalytic subunit 3 | recombinant PAFAH1B3, FP-rhodamine probe, fluorescence polarization | inhibition, % at 3.39 µM | 340,000 compounds, 0.28% hits | AID 492972;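 active means inhibition above the screen-wide average of all tested compounds plus 3 SD, cut at about 25% in these data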;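 further: 0% = enzyme with DMSO only and 100% = wells lacking PAFAH1B3 protein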
PAD4 inh – PAD4 (human) enzyme inhibition. Q9UM07. recombinant PAD4, RCA probe fluorescence polarization. inhibition, % at 6.36 µM. 330,000 compounds, 0.41% hits;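 active means percent inhibition above a cutoff equal to the mean of all tested compounds plus 3 SD, cut at about 15% in these data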;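 further: 0% = PAD4 with RCA probe and DMSO and 100% = probe without PAD4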
GSTO1 inh – counter-screen for RBBP9 inhibitors: inhibitors of human GSTO1; AID 1974; 300,000 compounds, 1.1% hits; recombinant GSTO1, activity-based probe fluorescence polarization; inhibition, % at 5.96 µM; P78417;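 active means inhibition above the campaign mean inhibition plus 3 SD, cut at about 35% in these data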;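 further: 0% = GSTO1-1 with DMSO and 100% = wells lacking GSTO1-1 enzyme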
Target sequence (P78417 whole entry, looked up): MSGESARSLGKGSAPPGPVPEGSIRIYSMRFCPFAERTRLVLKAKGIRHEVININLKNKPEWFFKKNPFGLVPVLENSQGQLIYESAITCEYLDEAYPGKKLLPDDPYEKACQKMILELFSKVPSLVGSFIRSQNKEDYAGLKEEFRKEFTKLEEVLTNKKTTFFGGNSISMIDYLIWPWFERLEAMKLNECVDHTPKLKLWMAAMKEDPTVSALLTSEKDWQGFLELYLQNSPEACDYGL
LYPLA1 inh – blocks human lysophospholipase 1, a PME1 counter-screen | O75608 | recombinant LYPLA1, FP-Rh probe fluorescence polarization | inhibition, % at 5.9 µM | 320,000 compounds, 0.16% hits;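 active means inhibition above the mean of all tested compounds plus 3 SD, set per campaign, cut at about 14% in these data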;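 further: inhibitors block serine hydrolase probe labeling of LYPLA1 so polarization falls; 0% = enzyme with DMSO and 100% = wells lacking LYPLA1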
PME-1 primary – PME-1 (human) inhibition | AID 2130 | recombinant PME-1, FP-Rh probe fluorescence polarization | 320,000 compounds, 0.53% hits | Q9Y570 | inhibition, % at 5.9 µM;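 active means inhibition above the campaign mean of all compounds plus 3 SD, cut at about 26% in these data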;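 further: competitive labeling of PME-1 active site by serine hydrolase directed probe; 0% = PME-1 with DMSO and 100% = wells lacking PME-1 enzyme; inhibitors block probe labeling so polarization falls and inhibition rises; many of its hits are not listed in these tables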
Target sequence (Q9Y570 whole entry, looked up): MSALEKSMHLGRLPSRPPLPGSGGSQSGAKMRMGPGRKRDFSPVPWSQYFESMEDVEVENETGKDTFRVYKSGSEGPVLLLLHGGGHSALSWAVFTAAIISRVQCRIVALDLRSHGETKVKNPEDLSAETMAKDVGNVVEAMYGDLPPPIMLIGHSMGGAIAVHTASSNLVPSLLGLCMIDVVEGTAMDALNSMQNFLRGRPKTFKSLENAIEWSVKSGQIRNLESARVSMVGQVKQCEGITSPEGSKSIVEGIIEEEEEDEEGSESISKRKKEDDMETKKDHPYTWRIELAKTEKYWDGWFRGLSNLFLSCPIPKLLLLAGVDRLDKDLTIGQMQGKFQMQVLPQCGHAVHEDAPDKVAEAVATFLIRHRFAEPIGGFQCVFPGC
* = called active by the depositor. These rows are one share of the data, so the mix of outcomes need not match the whole.

`O=C1CN=C(c2ccccc2)c2cc(Br)ccc2N1Cc1cc(=O)n2ccccc2n1` gave pPAFAH inh 0, Fam108B inh 3, PAFAH1B2 FP inh 11, PAFAH2 inh -8, PAFAH1B3 FP inh 4, PAD4 inh -3, GSTO1 inh -5, LYPLA1 inh 4 and PME-1 primary 5.
COC(=O)C1=C(c2ccccc2)C[C@@H]2CC[C@H]1N2C(=O)NCCS(C)=O (stereo partly specified) was read as pPAFAH inh 5, Fam108B inh -3, PAFAH1B2 FP inh 4, PAFAH2 inh -9, PAFAH1B3 FP inh 5, PAD4 inh 2, GSTO1 inh -2, LYPLA1 inh 2 and PME-1 primary 5.
For CCOC(=O)c1c(NS(=O)(=O)c2ccccc2)n(CCCOC)c2nc3ccccc3nc12 the results were pPAFAH inh 9, Fam108B inh 9, PAFAH1B2 FP inh 14, PAFAH2 inh -2, PAFAH1B3 FP inh 27*, PAD4 inh 79*, GSTO1 inh 93*, LYPLA1 inh 83* and PME-1 primary 33*.
For COC(=O)C1=C(c2cccc(C#N)c2)C[C@@H]2CC[C@H]1N2C(=O)NC1CC1 the results were pPAFAH inh -1, PAFAH1B2 FP inh -7, PAFAH2 inh -2, PAFAH1B3 FP inh 3, PAD4 inh 6, LYPLA1 inh 4 and PME-1 primary 4.
CC/C=C/CC(=O)N[C@@H](c1ccccc1)[C@@H](O)C(=O)O[C@H]1C[C@@]2(O)[C@@H](OC(=O)c3ccccc3)C3[C@](C)(C(=O)[C@H](OC(C)=O)C(=C1C)C2(C)C)[C@@H](O)C[C@H]1OC[C@@]31OC(C)=O (stereo partly specified) was read as pPAFAH inh 6, Fam108B inh -5, PAFAH1B2 FP inh 1, PAFAH2 inh -2, PAFAH1B3 FP inh 2, PAD4 inh 1, GSTO1 inh -4, LYPLA1 inh -3 and PME-1 primary 3.
Screening CN1CC=C(c2c[nH]c3ccccc23)CC1 returned pPAFAH inh -3, Fam108B inh 4, PAFAH1B2 FP inh 4, PAFAH2 inh 6, PAFAH1B3 FP inh 1, PAD4 inh 3, GSTO1 inh -1, LYPLA1 inh 0 and PME-1 primary -3.
Screening NCC(O)c1ccc(O)cc1 (stereo unspecified) returned pPAFAH inh -2, Fam108B inh 0, PAFAH1B2 FP inh 2, PAFAH2 inh -31, PAFAH1B3 FP inh -2, PAD4 inh -6, GSTO1 inh 3, LYPLA1 inh 1 and PME-1 primary 1.
Screening c1ccc(C(OCCN2CCN(c3ncccn3)CC2)c2ccccc2)cc1 returned pPAFAH inh 5, Fam108B inh -4, PAFAH1B2 FP inh 6, PAFAH2 inh 6, PAFAH1B3 FP inh 3, PAD4 inh -3, GSTO1 inh 7, LYPLA1 inh 2 and PME-1 primary 0.
Screening O=C(Cc1ccccc1)Oc1ccc(N2C(=O)CCC2=O)cc1 returned pPAFAH inh 0, Fam108B inh 2, PAFAH1B2 FP inh 1, PAFAH2 inh -2, PAFAH1B3 FP inh 3, PAD4 inh 1, GSTO1 inh 5, LYPLA1 inh 0 and PME-1 primary -2.
COc1ccc(S(=O)(=O)NCc2ccc(C(=O)N3CCC4(CC3)OCCO4)cc2)cc1 was read as pPAFAH inh 4, Fam108B inh 2, PAFAH1B2 FP inh 1, PAFAH2 inh 3, PAFAH1B3 FP inh 1, PAD4 inh 3, GSTO1 inh 7, LYPLA1 inh 1 and PME-1 primary 0.
Cc1cc(OCC(=O)N2CCN(CC(=O)N3CCOCC3)CC2)c(C(C)C)cc1Cl was read as pPAFAH inh 5, PAFAH1B2 FP inh 2, PAFAH2 inh 1, PAFAH1B3 FP inh 8 and PAD4 inh 1.
Screening CCCCNC(=O)c1c(N)n(Cc2ccc3c(c2)OCO3)c2nc3ccccc3nc12 returned pPAFAH inh 7, Fam108B inh -4, PAFAH1B2 FP inh -4, PAFAH2 inh 1, PAFAH1B3 FP inh 25, PAD4 inh -1, GSTO1 inh 20, LYPLA1 inh -2 and PME-1 primary -8.
`CCS(=O)(=O)N1CCCC(C(=O)N2CCC3(CC2)OCCO3)C1` (stereo unspecified) gave pPAFAH inh 5, Fam108B inh 2, PAFAH1B2 FP inh 1, PAFAH2 inh 2, PAFAH1B3 FP inh 0, PAD4 inh -2, GSTO1 inh -7, LYPLA1 inh 0 and PME-1 primary -2.
`COC(=O)C1=C(N)Oc2c(c(=O)oc3ccccc23)[C@]12C(=O)N(C)c1ccccc12` gave pPAFAH inh 3, Fam108B inh -3, PAFAH1B2 FP inh 6, PAFAH2 inh -2, PAFAH1B3 FP inh -4, PAD4 inh -6, GSTO1 inh 4, LYPLA1 inh 1 and PME-1 primary -1.
Screening Cc1ncc(CNC(=O)N(CCCl)N=O)c(N)n1 returned pPAFAH inh 6, Fam108B inh 0, PAFAH1B2 FP inh 0, PAFAH2 inh 0, PAFAH1B3 FP inh 9, PAD4 inh -2, GSTO1 inh 8, LYPLA1 inh -1 and PME-1 primary 3.
Screening CSc1ccccc1C(=O)C1CCCN(Cc2cccc(C)n2)C1 (stereo unspecified) returned pPAFAH inh 0, Fam108B inh -3, PAFAH1B2 FP inh 2, PAFAH2 inh -1, PAFAH1B3 FP inh 0, PAD4 inh 1, GSTO1 inh 3, LYPLA1 inh -1 and PME-1 primary 10.
`COC(=O)[C@@H](c1ccccc1)C1CCCCN1` (stereo partly specified) gave pPAFAH inh 0, PAFAH1B2 FP inh -6, PAFAH2 inh -2, PAFAH1B3 FP inh 15 and PAD4 inh 1.
`CCCC[N+]1(C)C2CC(OC(=O)C(CO)c3ccccc3)CC1C1OC12` (stereo unspecified) gave pPAFAH inh 2, Fam108B inh 1, PAFAH1B2 FP inh 1, PAFAH2 inh 15, PAFAH1B3 FP inh 3, PAD4 inh -3, GSTO1 inh 5, LYPLA1 inh -2 and PME-1 primary 0.
`Cc1nc2nc(SCC(=O)N3CCC4(CC3)OCCO4)nn2c(C)c1Cc1ccccc1` gave pPAFAH inh 2, Fam108B inh -4, PAFAH1B2 FP inh 8, PAFAH2 inh 3, PAFAH1B3 FP inh 8, PAD4 inh -6, GSTO1 inh 3, LYPLA1 inh -3 and PME-1 primary 1.
Screening CCOc1ccc(N=Cc2c(O)n(C(C)(C)C)c(=O)[nH]c2=O)cc1 returned pPAFAH inh 6, Fam108B inh 2, PAFAH1B2 FP inh 1, PAFAH2 inh 1, PAFAH1B3 FP inh 8, PAD4 inh -5, GSTO1 inh -5, LYPLA1 inh 2 and PME-1 primary -6.
`O=C(c1cc2c(s1)-c1ccccc1OC2)N1CCC2(CC1)OCCO2` gave pPAFAH inh 19, Fam108B inh 3, PAFAH1B2 FP inh 4, PAFAH2 inh 31*, PAFAH1B3 FP inh 2, PAD4 inh -1, GSTO1 inh 0, LYPLA1 inh -2 and PME-1 primary 0.
For O=C(Cn1ccc2ccccc2c1=O)NCC(=O)N1CCC2(CC1)OCCO2 the results were pPAFAH inh -1, Fam108B inh 1, PAFAH1B2 FP inh 2, PAFAH2 inh -2, PAFAH1B3 FP inh 0, PAD4 inh -2, GSTO1 inh 3, LYPLA1 inh 2 and PME-1 primary 3.
Screening NP(=O)(Oc1ccccc1Cl)Oc1ccccc1Cl returned pPAFAH inh 1, Fam108B inh 0, PAFAH1B2 FP inh 24*, PAFAH2 inh -2, PAFAH1B3 FP inh 2, PAD4 inh -2, GSTO1 inh 6, LYPLA1 inh 2 and PME-1 primary 98*.
CCN(CC)c1ccc(/C=C2\C(=O)NC(=S)N(C)C2=O)o1 was read as pPAFAH inh -2, Fam108B inh -8, PAFAH1B2 FP inh -9, PAFAH2 inh -20, PAFAH1B3 FP inh -13, PAD4 inh -1, GSTO1 inh -11, LYPLA1 inh -6 and PME-1 primary -19.
Screening CCN1CCN(Cc2cccnc2)CC1 returned pPAFAH inh -6, Fam108B inh -3, PAFAH1B2 FP inh 0, PAFAH2 inh -5, PAFAH1B3 FP inh 7, PAD4 inh -1, GSTO1 inh 6, LYPLA1 inh -3 and PME-1 primary -8.
Screening O=C(CN1CCOCC1)Nc1ccc(Br)cc1C(=O)c1ccccc1 returned pPAFAH inh 0, Fam108B inh 2, PAFAH1B2 FP inh 5, PAFAH2 inh 9, PAFAH1B3 FP inh 7, PAD4 inh 4, GSTO1 inh 9, LYPLA1 inh 0 and PME-1 primary -2.
Screening O=C(Cn1cnc2ccccc2c1=O)NCCC(=O)N1CCC2(CC1)OCCO2 returned pPAFAH inh -2, Fam108B inh -1, PAFAH1B2 FP inh 0, PAFAH2 inh 4, PAFAH1B3 FP inh 8, PAD4 inh -1, GSTO1 inh -4, LYPLA1 inh 0 and PME-1 primary 6.
Screening COc1cc(OC)c(OC)cc1/C=C1\C(=O)NC(=O)N(Cc2ccccc2)C1=O returned pPAFAH inh 2, Fam108B inh 1, PAFAH1B2 FP inh 3, PAFAH2 inh 7, PAFAH1B3 FP inh 5, PAD4 inh -12, GSTO1 inh 22, LYPLA1 inh -1 and PME-1 primary -1.
For COCCOC(=O)c1c(N)n(Cc2ccco2)c2nc3ccccc3nc12 the results were pPAFAH inh 6, Fam108B inh 5, PAFAH1B2 FP inh 9, PAFAH2 inh -3, PAFAH1B3 FP inh 17, PAD4 inh -20, GSTO1 inh 21, LYPLA1 inh -4 and PME-1 primary -7.
Cc1ccc(CNCCc2ccc(F)cc2)s1 was read as pPAFAH inh 3, Fam108B inh -5, PAFAH1B2 FP inh 5, PAFAH2 inh 3, PAFAH1B3 FP inh 3, PAD4 inh 4, GSTO1 inh 2, LYPLA1 inh -4 and PME-1 primary -10.
For O=C(CN1CC(c2ccccc2)CC1=O)Nc1ccccc1 (stereo unspecified) the results were pPAFAH inh 0, Fam108B inh 1, PAFAH1B2 FP inh -2, PAFAH2 inh 44*, PAFAH1B3 FP inh 1, PAD4 inh 0, GSTO1 inh -5, LYPLA1 inh 0 and PME-1 primary -3.
Screening CC(C(=O)c1c[nH]c2ccccc12)N1CCSCC1 (stereo unspecified) returned pPAFAH inh -2, Fam108B inh 3, PAFAH1B2 FP inh 1, PAFAH2 inh -5, PAFAH1B3 FP inh 7, PAD4 inh -2, GSTO1 inh 2, LYPLA1 inh 3 and PME-1 primary -2.
`COc1ccc2c(c1)CC1(CN2C)C(=O)NC(=O)N(c2ccc(F)cc2)C1=O` (stereo unspecified) gave pPAFAH inh 0, Fam108B inh 6, PAFAH1B2 FP inh 2, PAFAH2 inh 6, PAFAH1B3 FP inh 6, PAD4 inh -1, GSTO1 inh 7, LYPLA1 inh 4 and PME-1 primary 5.
For CN1C(=O)/C(=C/c2ccc(N3CCCCCC3)o2)C(=O)NC1=S the results were pPAFAH inh -7, Fam108B inh -20, PAFAH1B2 FP inh -23, PAFAH2 inh -14, PAFAH1B3 FP inh -24, PAD4 inh -2, GSTO1 inh -11, LYPLA1 inh -14 and PME-1 primary -23.
For Nc1ccncc1Cl the results were pPAFAH inh 3, Fam108B inh -3, PAFAH1B2 FP inh -3, PAFAH2 inh 0, PAFAH1B3 FP inh -1, PAD4 inh 0, GSTO1 inh 6, LYPLA1 inh 3 and PME-1 primary -3.
`Cc1cc(C=C2C(=O)N(C)C(=S)N(C)C2=O)c(C)n1C1CCCCC1` gave pPAFAH inh 0, Fam108B inh 1, PAFAH1B2 FP inh 6, PAFAH2 inh 20, PAFAH1B3 FP inh 3, PAD4 inh -2, GSTO1 inh 6, LYPLA1 inh -4 and PME-1 primary -3.
